# Hsp70 act: Hsp70 transcriptional activation, primary screen; 200,000 compounds, 0.04% hits; HeLa Hsp70 promoter luciferase reporter, luminescence; scaled: vehicle 0, proteasome-inhibitor control 100%; activation, % at 10 µM;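 active = activation above the mean across all tested compounds plus 3 SD, cutoff set per campaign, cut at about 5.5% in these data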;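 also: 100% = MG132 at 30 µM as the positive control and 0% = DMSO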
# PMI act satM6P: PMI (human) activation, high substrate | activation factor at 20 µM | 190,000 compounds, 0.34% hits | P34949 | coupled PMI enzyme assay, resazurin fluorescence, 20 min; active compounds read high; 1 = untreated enzyme, 0 = substrate-free blank | AID 1216;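 active = activation factor of 2 or more at 20 µM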
#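 Material: human phosphomannose isomerase with PGI, G6PDH, diaphorase coupling enzymes; amount: PMI at 15 ng/mL final; also added: Mannose-6-phosphate 1.0 mM (near-saturating) plus 0.22 mM NADP+; incubation: enzyme reaction with compound 20 min at room temperature; signal: resorufin fluorescence (Ex 544/Em 590 nm) from resazurin via diaphorase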
# G6PDH CS: inhibits Leuconostoc G6PDH, flagging false hits in G6PDH-based assays | Purified L. mesenteroides G6PDH, diaphorase/resazurin coupled fluorescence, 45 min | inhibition, % at 5 µM | 200,000 compounds, 0.12% hits
# RAM network inh: inhibitors of the yeast RAM network; S. cerevisiae dse1pr::URA3 reporter, 5-FOA growth OD615, 2 d; analog-sensitive cbk1-as2 kinase mutant strain; inhibition, % at 50 µM; 190,000 compounds, 1.8% hits;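 active = inhibition above a set limit, 3 SD over mean compound inhibition, cut at about 8.4% in these data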;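 also: 0% = DMSO-only wells with no growth and 100% = 10 µM 1-NA-PP1 full growth; inhibition rescues growth on 5-FOA so higher OD means more RAM inhibition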
# S1P3 antag: S1P3 (human) receptor antagonism; Q99500; CHO S1P3 NFAT-BLA reporter, FRET fluorescence, antagonist mode; inhibition, % at 4.98 µM; 170,000 compounds, 0.27% hits;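 active = inhibition above the plate cutoff, the mean inhibition of test wells on that plate plus 3 SD, cut at about 28% in these data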;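 also: cells challenged with S1P at its EC80 of 0.8 µM; blue over green emission ratio from cleaved BLA substrate after 4 h stimulation; 0% = S1P-stimulated wells and 100% = unstimulated DMSO-only wells; some compounds past the cut are filed as inactive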
# Diaph act CS: counter-screen for diaphorase-based assays: diaphorase activators and chemical reducers. Diaphorase/resazurin coupled assay, resorufin fluorescence, 16 min; active compounds read high; 1 = vehicle wells, 0 = NADH-free wells. activation factor at 20 µM. 190,000 compounds, 0.005% hits;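 active = diaphorase activity raised at least twofold by the compound at 20 µM; inactive = activation factor below 2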
#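 Material: Clostridium kluyveri diaphorase, purified enzyme; Quantity: enzyme 0.07 U/mL final; Medium: HEPES pH 7.4 buffer with MgCl2 and Tween 20; Dosing: single compound dose of 20 µM, 1% DMSO final; Schedule: 16 min reaction at room temperature; Measured by: red resorufin fluorescence at 544/590 nm excitation/emission.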
# TLR4-MyD88 BLA: TLR4-MyD88 interaction inhibition in cells | O00206+Q99836 | HeLa CL3-4 TLR4/MyD88 BLA complementation, FRET ratio | inhibition, % at 8.4 µM | 200,000 compounds, 0.18% hits; in the data active = inhibition above about 25%;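 also: 0% = vehicle and 100% = reference inhibitor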
# Target sequence (O00206 whole entry, looked up): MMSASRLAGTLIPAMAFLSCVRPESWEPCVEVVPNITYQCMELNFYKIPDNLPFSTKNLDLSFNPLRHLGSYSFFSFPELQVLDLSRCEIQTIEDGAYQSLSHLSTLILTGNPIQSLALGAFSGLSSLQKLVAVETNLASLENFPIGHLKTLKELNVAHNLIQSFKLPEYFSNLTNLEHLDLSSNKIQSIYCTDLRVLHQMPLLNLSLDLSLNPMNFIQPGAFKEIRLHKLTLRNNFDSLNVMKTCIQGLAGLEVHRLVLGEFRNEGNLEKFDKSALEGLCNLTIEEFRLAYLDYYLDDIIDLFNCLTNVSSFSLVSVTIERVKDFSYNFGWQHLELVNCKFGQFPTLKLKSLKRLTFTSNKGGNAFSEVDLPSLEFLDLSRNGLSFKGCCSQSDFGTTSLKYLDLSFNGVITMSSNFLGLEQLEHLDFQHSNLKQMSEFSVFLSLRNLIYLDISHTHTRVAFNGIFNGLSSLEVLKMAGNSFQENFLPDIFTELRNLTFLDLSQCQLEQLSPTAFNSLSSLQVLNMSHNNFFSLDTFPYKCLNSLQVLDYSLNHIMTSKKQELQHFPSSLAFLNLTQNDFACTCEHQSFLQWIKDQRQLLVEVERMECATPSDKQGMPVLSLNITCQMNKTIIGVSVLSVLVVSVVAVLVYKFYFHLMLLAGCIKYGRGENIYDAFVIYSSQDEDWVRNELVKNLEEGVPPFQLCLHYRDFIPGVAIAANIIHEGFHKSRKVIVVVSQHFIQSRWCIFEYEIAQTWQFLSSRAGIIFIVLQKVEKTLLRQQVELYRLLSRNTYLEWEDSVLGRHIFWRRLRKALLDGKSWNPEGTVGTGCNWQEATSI
# Target sequence (Q99836 whole entry, looked up): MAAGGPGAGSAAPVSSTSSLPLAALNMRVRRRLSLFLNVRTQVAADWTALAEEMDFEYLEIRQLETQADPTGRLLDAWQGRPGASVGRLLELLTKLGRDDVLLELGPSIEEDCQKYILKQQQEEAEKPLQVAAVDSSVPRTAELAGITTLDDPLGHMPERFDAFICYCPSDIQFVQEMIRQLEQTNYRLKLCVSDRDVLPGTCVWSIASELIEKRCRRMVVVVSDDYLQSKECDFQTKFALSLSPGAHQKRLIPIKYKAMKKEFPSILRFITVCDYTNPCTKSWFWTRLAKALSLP
# L major viab: reduces viability of Leishmania major promastigotes | resazurin fluorescence viability | inhibition, % at 10 µM | 200,000 compounds, 9% hits | AID 1063;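 also: promastigotes grown with compound for 44 hours at 28 °C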
# Diaph inh CS: inhibits diaphorase or chemically oxidizes, flagging diaphorase assay artifacts; diaphorase resazurin-to-resorufin fluorescence, NADH, 16 min; bacterial (C. kluyveri) enzyme, not human; inhibition, % at 20 µM; 190,000 compounds, 0.69% hits; AID 1217;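 active = primary screen inhibition at 20 µM above a set limit, cut at about 50% in these data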;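 also: plate controls were DMSO with full reaction for no effect and wells lacking NADH for full effect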
#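 Benchmarks: positive control wells lacking NADH, neutral wells with DMSO only. System: bacterial diaphorase enzyme (C. kluyveri). Input: 0.14 U/mL diaphorase, enzyme working solution. Detection: resorufin fluorescence, excitation 544 nm, emission 590 nm. Times: 16-min room-temperature incubation before reading.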
# Redox H2O2 prof: compounds producing H2O2 with reducing agent – biochemical, NIH compound library profiling, artefact control for MLSCN library redox annotation, primary screen; DTT-dependent redox cycling H2O2, phenol red/HRP absorbance; 100% = 100 µM peroxide control, 0% = buffer; activation, % at 10 µM; 200,000 compounds, 0.03% hits;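 active = activation of at least 50% relative to the plate's high and low controls in the primary single-dose screen; inactive = activation below 50%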;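 also: compound incubated with DTT at 0.8 mM final as the reducing agent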
# PMI activator: increases human mannose-6-phosphate isomerase activity | purified human PMI, coupled resazurin fluorescence, 20 min; active compounds read high; 1 = vehicle control, 0 substrate-free wells | activation factor at 20 µM | 190,000 compounds, 0.005% hits | AID 1214;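 active = activation factor of 2 or more at 20 µM, relative to plate controls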
# * marks the source's active call; other numbers are inactive results; / = no result given. Rule as the data show it, unless noted: active = inhibition above about 50%; inactive = the rest.
no.	SMILES	Hsp70 act	PMI act satM6P	G6PDH CS	RAM network inh	S1P3 antag	Diaph act CS	TLR4-MyD88 BLA	L major viab	Diaph inh CS	Redox H2O2 prof	PMI activator
1	CCN1CCSc2ccc(C(=O)Nc3ccc(NC(C)=O)cc3)cc21	-0.1	1	11	1.9	-5	0.8	5	1	16	0.2	0.9
2	COc1cccc(C(=O)COC(=O)C(C)N2C(=O)C3C4C=CC(C4)C3C2=O)c1 (stereo not drawn)	-0.1	1.1	15	-0.2	/	1	-13	-2	1	3.4	1
3	COc1ccc(-c2cn3c(C)c(C(=O)Nc4cc(NC(C)=O)ccc4OC)sc3n2)cc1	-0.4	1.4	3	3.1	-1	1.1	-7	4	-7	-0.6	1.4
4	Cn1c(Cn2c(=O)sc3ccccc32)nnc1SCC(=O)N1CCCc2ccccc21	-0.1	1.1	2	0.6	17	0.9	5	-6	6	-0.3	1.1
5	CCCCC(=O)NCCc1cc2c(C)ccc(C)c2[nH]c1=O	0.0	/	/	/	-33	/	1	-7	/	-0.4	/
6	COc1cc(C2N(c3ccccn3)C(=O)C3CCCN32)cc(OC)c1OC (stereo not drawn)	-0.1	0.9	-4	1.6	12	0.8	-8	22	18	-2.7	0.9
7	CCOC(=O)CSc1nnc(NC(=O)c2cccc([N+](=O)[O-])c2C)s1	-0.4	1.1	-3	4.0	-24	1	-4	-4	4	-0.2	1
8	Cc1ccc(CNC(=O)CCCCCNc2nc(=S)[nH]c3ccccc23)cc1	-0.2	1	-2	-1.8	0	1	8	0	-5	-0.4	1.2
9	Cc1nn(CC(=O)Nc2ccc3c(c2)nc2n3CCN(C3CCCCC3)C2)c(=O)c2ccccc12	-0.2	1.6	26	0.4	-17	0.9	-3	72*	10	5.5	1.5
10	COc1ccc2c(c1OC)C(=O)N(c1ccccn1)C2	-0.3	0.9	5	0.3	-12	0.8	-5	27	18	0.1	0.9
11	CN(C(=O)CSc1nc(-c2ccccc2)cn1N)C(c1ccccc1)c1ccccc1	0.1	0.8	0	1.2	/	0.7	6	100*	30	0.0	0.8
12	O=C(CCc1ccccc1)NNC(=O)c1ccc(Br)cc1	-0.5	1	9	2.2	-1	1.1	20	-4	-6	0.3	1
13	CCN(CC)c1ccc(C(=O)N2CCN(Cc3ccccc3)CC2)cc1	-0.1	0.9	8	0.3	-1	1	-1	7	3	-0.4	1
14	O=C(CC(c1ccccc1)c1ccccc1O)N1CCCC1 (stereo not drawn)	0.0	1.1	3	1.1	/	1	-6	-4	-1	0.1	1
15	COc1ccc2oc(=O)c(-c3csc(Nc4cccc(O)c4)n3)cc2c1	0.2	0.9	2	4.2	-10	0.8	15	99*	23	0.1	0.8
16	COc1ccc(NC(=O)c2cc(-c3cc(C)cc(C)c3O)n[nH]2)cc1Cl	-0.2	0.9	0	1.4	-6	0.8	0	100*	20	-0.1	0.9

# Six compounds out of the list, arranged by formula weight, high to low.
no.	SMILES	Hsp70 act	PMI act satM6P	G6PDH CS	RAM network inh	S1P3 antag	Diaph act CS	TLR4-MyD88 BLA	L major viab	Diaph inh CS	Redox H2O2 prof	PMI activator
11	CN(C(=O)CSc1nc(-c2ccccc2)cn1N)C(c1ccccc1)c1ccccc1	0.1	0.8	0	1.2	/	0.7	6	100*	30	0.0	0.8
16	COc1ccc(NC(=O)c2cc(-c3cc(C)cc(C)c3O)n[nH]2)cc1Cl	-0.2	0.9	0	1.4	-6	0.8	0	100*	20	-0.1	0.9
15	COc1ccc2oc(=O)c(-c3csc(Nc4cccc(O)c4)n3)cc2c1	0.2	0.9	2	4.2	-10	0.8	15	99*	23	0.1	0.8
12	O=C(CCc1ccccc1)NNC(=O)c1ccc(Br)cc1	-0.5	1	9	2.2	-1	1.1	20	-4	-6	0.3	1
14	O=C(CC(c1ccccc1)c1ccccc1O)N1CCCC1 (stereo not drawn)	0.0	1.1	3	1.1	/	1	-6	-4	-1	0.1	1
10	COc1ccc2c(c1OC)C(=O)N(c1ccccn1)C2	-0.3	0.9	5	0.3	-12	0.8	-5	27	18	0.1	0.9

# (listing goes on)
no.	SMILES	Hsp70 act	PMI act satM6P	G6PDH CS	RAM network inh	S1P3 antag	Diaph act CS	TLR4-MyD88 BLA	L major viab	Diaph inh CS	Redox H2O2 prof	PMI activator
17	COc1ccc([N+](=O)[O-])cc1C1NN=C(c2ccccc2O)S1 (stereo not drawn)	0.0	1	5	4.6	/	0.9	1	-5	12	9.5	1
18	Cc1ccc(S(=O)(=O)NCCN=C(CN2CCCC2)NS(=O)(=O)c2ccc(C)cc2)cc1	-0.3	1	2	3.8	-17	0.9	0	-1	10	-0.6	1
19	COc1ccc(Nc2sc(C(=O)Nc3cccc(Cl)c3)c(N)c2C(=O)Nc2ccccc2OC)cc1	-0.3	0.9	4	9.7*	2	0.8	0	-8	25	-0.1	0.9
20	O=C(Cc1c(O)c2ccccc2[nH]c1=O)NC1CCCCCCC1	-0.1	1	-4	3.0	5	0.8	-11	-8	19	-0.2	1
21	O=C1c2cccnc2C(Nc2ccccc2)N1Cc1ccco1 (stereo not drawn)	-0.1	1	6	-1.0	/	0.8	1	-1	23	0.2	0.9
22	COC(=O)c1cccc(NC(=O)CN2CCN(Cc3ccccc3)CC2)c1	-0.5	1	-1	-1.1	-17	0.9	-12	-1	11	0.6	0.9
23	O=C(CN(C1CCCCC1)S(=O)(=O)c1ccc(F)cc1)NC1CC1	-0.4	0.9	6	1.7	-33	1	3	-1	4	3.1	0.9
24	CC1(C)CC(CC(=O)O)C(=O)O1 (stereo not drawn)	-0.4	1	7	0.7	/	0.9	-15	-3	8	0.1	0.9
25	NC(=O)CS(=O)(=O)c1nc2ccccc2n1Cc1ccccc1F	-0.3	1	-2	1.1	-26	0.9	-4	-5	14	1.2	0.9
26	CCc1ccccc1Nc1nc2ccccc2n1C	-0.3	1	4	0.6	-5	1	14	57*	-3	0.6	1
27	O=C(O)CSCC(=O)Nc1ccc(C2CCCCC2)cc1	-0.7	1	-1	-0.8	/	1	0	-4	-2	0.0	1
28	Cc1sc2nc(C3CC3)nc(NCCNS(C)(=O)=O)c2c1C	-0.2	0.9	3	-0.3	-21	0.7	6	5	26	1.9	1
29	COc1cccc(CNC(=S)Nc2cc(C)cc(C)c2)c1	0.1	1	7	0.4	-23	0.9	-1	14	12	-1.8	0.9
30	O=C(Nc1ccc(OC(F)F)c(Cl)c1)c1ccccn1	0.0	1	8	3.1	15	0.9	13	22	12	0.2	1.1
31	C=CCNc1nc(C2(C)CC3(CC(C)OC3=O)C(=O)O2)cs1 (stereo not drawn)	-0.1	1	1	0.8	-19	1	-10	-8	-4	-2.4	1.1
32	CN(C)CCCN(Cc1ccccc1)C(=S)NCc1ccccc1	-0.2	1	6	-0.1	-18	1	-7	86*	4	0.2	1
33	O=C(CSc1nnc(-c2ccccc2)o1)c1nnc(-c2ccccc2)o1	-0.3	1	-1	0.5	14	0.9	-10	10	13	-0.3	1.1
34	COc1cccc2cc(-c3ccnc(=S)[nH]3)oc12	-0.2	1	-5	2.5	-6	0.4	0	6	58*	0.1	1.1
35	O=C(COc1ccc(Cl)cc1)OCC(=O)N1CCCc2ccccc21	-0.3	0.9	7	0.0	-6	0.8	3	-4	17	0.6	0.9
36	CS(=O)(=O)N(CC(=O)N1CCN(Cc2ccc3c(c2)OCO3)CC1)c1ccc2c(c1)OCO2	-0.3	1	16	0.8	-20	0.9	-4	-5	6	0.1	1
37	CCC1(C)Cc2sc3c(=O)[nH]c(=S)[nH]c3c2CO1 (stereo not drawn)	-0.3	1	9	-0.5	-20	0.2	17	-1	84*	-0.6	1
38	O=C(O)CCNC(=O)c1cncc(Br)c1	-0.2	0.9	1	-0.5	/	0.9	-7	-5	14	-0.1	1
39	CCOC(=O)c1cnn(CCOC(=O)C2CC2)c1NC(=O)C1CC1	-0.2	0.9	1	3.4	-5	0.8	6	-2	16	2.1	1
40	O=C(CNS(=O)(=O)c1ccccc1)Nc1cccc([N+](=O)[O-])c1	0.7	1	6	-0.3	11	1	3	3	1	-0.7	1
41	O=C(N/N=C/c1ccncc1)c1cc([N+](=O)[O-])cc([N+](=O)[O-])c1	-0.3	0.9	9	0.0	-1	0.9	-17	96*	11	0.0	0.9
42	O=C(Nc1nc2ccccc2n1CCN1CCCC1)C1CCCCC1	0.0	1	2	0.0	-18	0.9	7	12	7	1.6	1
43	N#Cc1cc([N+](=O)[O-])c(-n2nnc3ccccc32)c([N+](=O)[O-])c1	0.1	1	6	-0.1	/	1	-4	-3	4	-1.5	1
44	COc1cc2nc(CN(C)Cc3ccc(C(C)(C)C)cc3)[nH]c(=O)c2cc1OC	-0.4	0.9	0	-0.4	-1	0.9	-8	17	9	-0.9	1
45	Cc1ccc(NC(=O)N(Cc2ccco2)C(C)c2ccco2)cc1C (stereo not drawn)	-0.5	0.9	6	1.1	2	0.9	-6	3	11	0.3	0.8
46	CCOC(=O)c1c(C)[nH]c(=S)c(C#N)c1-c1ccc(Cl)cc1	-0.4	1	0	1.7	-5	0.8	5	0	16	-0.3	1
47	CCN1CCN(C(=O)c2ccc(N3CC4CC(C3)c3cccc(=O)n3C4)c([N+](=O)[O-])c2)CC1 (stereo not drawn)	-0.1	1	0	2.1	11	0.8	-9	-8	21	-0.5	1
48	COc1cc(CC(NC(C)=O)C(=O)NC2CCN(c3c4c(nc5ncnn35)CCC4)CC2)cc(OC)c1 (stereo not drawn)	0.2	/	13	2.1	-5	/	9	-6	/	-0.2	/
49	O=C(O)COc1ccc2c(c1)CCCC2	0.0	1	-4	0.1	-2	0.9	3	-4	10	0.2	1
50	O=C(/C=C/c1ccc(F)cc1)NC(=S)N1CCOCC1	0.0	/	-2	1.7	-5	/	-4	-5	/	-0.6	/
51	Cc1cc(O)c(NC(=O)c2ccco2)cc1C	0.1	1	5	2.6	4	1	7	2	-2	0.7	1
52	COc1cc(=O)n(C)c2cc(N(C)C)ccc12	0.0	0.9	-15	0.9	-15	0.9	-6	2	14	1.1	0.9
53	CCN1CCCC1CNS(=O)(=O)c1cccc(C(F)(F)F)c1 (stereo not drawn)	0.0	1.2	4	0.9	2	1	-11	20	1	-0.3	1.1
